# Ba/F3 V617F tox = reduced viability of JAK2V617F-dependent Ba/F3 cells, primary screen, JAK2V617F inhibitor project, cell-based, Ba/F3 EpoR-JAK2V617F, luminescence | inhibition, % at 5.6 µM | 220,000 tested, 1.1% active | AID 1446, 2008 | ATP luminescence;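 active = inhibition above the campaign mean plus 3 SD over all tested compounds, cut at about 24% in these data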;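 note: cytokine-independent growth of Ba/F3 cells driven by EpoR plus mutant JAK2; 0% = DMSO-treated cells and 100% = JAK inhibitor I control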
# PPC-1+TRAIL kill = compounds killing PPC-1 cancer cells with TRAIL present, primary screen, TRAIL potentiator project, ATPLite luminescence, uHTS. 220,000 tested, 0.41% active. cell killing (% activity), % at 4 µM. PPC-1 cells + TRAIL, ATPLite viability luminescence;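 active = cell killing above 50% in the first pass at 4 µM, then a duplicate retest at 5 µM averaging 50% or more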;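 note: plate controls were cells with TRAIL plus DMSO for no effect and medium-only wells lacking cells for full effect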
# BaF3 tox = parental Ba/F3 cell viability inhibition, counter-screen for JAK2V617F inhibitor project, murine pro-B, CellTiter-Glo luminescence. inhibition, % at 5.6 µM. 220,000 tested, 1.1% active. AID 1486, 2009. CellTiter-Glo ATP luminescence;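 active = inhibition above a per-campaign cutoff, the mean inhibition of all tested compounds plus 3 SD, cut at about 27% in these data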;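 note: 0% = DMSO wells and 100% = JAK Inhibitor I control wells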
# CHOP inhibitor = inhibitors of CHOP promoter induction, primary screen, cell-based, unfolded protein response, luciferase reporter. CHO-K1 CHOP-promoter luciferase, tunicamycin-induced, 15-18 h. inhibition, % at 10 µM. 220,000 tested, 3.8% active;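 active = compounds that reduced the stress-induced luciferase reporter signal by more than about 70% of percent inhibition, limit read from the data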;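 note: 0% = tunicamycin plus vehicle and 100% = wells without tunicamycin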
# zfTRPN1 agonist = zebrafish TRPN1 channel agonists, primary screen, cell-based, HEK293, calcium fluorescence; 220,000 tested, 0.18% active; activation, % at 3 µM; AID 1424, 2008; HEK293 zebrafish TRPN1-YFP, Fluo-8 calcium fluorescence; 100% = response to 87 µM carbachol; transient receptor potential cation channel N1 (TRPN1/NompC), Danio rerio;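 active = activation above its plate's cutoff, the mean activation of test wells on that plate plus 3 SD, cut at about 19% in these data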;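 note: 0% = DMSO alone and 100% = 87 µM carbachol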
#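 Control set: carbachol 87 µM as high control, DMSO as low control; system: HEK293 stable line with zebrafish TRPN1-YFP; read-out: % activation versus carbachol response; detection: intracellular calcium fluorescence with Fluo-8; doses: single test compound dose, 3 µM nominal, 0.3% DMSO; schedule: dye 1 h 37 °C plus 30 min RT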
# Wee1 degr inh = Wee1 degradation inhibitors, primary screen, cell-based, HeLa, Wee1K328M-luciferase, luminescence; 220,000 tested, 1.2% active; AID 1321, 2008; HeLa Luc-Wee1K328M stability; 100% = proteasome inhibitor MG132 effect; reporter increase, % at 5 µM;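 active = activation above the mean of all tested compounds plus 3 SD, set per screening run, cut at about 8.8% in these data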;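 note: cells exposed to compound for 20 h before luminescence read; 0% = DMSO alone and 100% = MG132 at 30 µM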
# Target sequence (P30291 whole entry K328M): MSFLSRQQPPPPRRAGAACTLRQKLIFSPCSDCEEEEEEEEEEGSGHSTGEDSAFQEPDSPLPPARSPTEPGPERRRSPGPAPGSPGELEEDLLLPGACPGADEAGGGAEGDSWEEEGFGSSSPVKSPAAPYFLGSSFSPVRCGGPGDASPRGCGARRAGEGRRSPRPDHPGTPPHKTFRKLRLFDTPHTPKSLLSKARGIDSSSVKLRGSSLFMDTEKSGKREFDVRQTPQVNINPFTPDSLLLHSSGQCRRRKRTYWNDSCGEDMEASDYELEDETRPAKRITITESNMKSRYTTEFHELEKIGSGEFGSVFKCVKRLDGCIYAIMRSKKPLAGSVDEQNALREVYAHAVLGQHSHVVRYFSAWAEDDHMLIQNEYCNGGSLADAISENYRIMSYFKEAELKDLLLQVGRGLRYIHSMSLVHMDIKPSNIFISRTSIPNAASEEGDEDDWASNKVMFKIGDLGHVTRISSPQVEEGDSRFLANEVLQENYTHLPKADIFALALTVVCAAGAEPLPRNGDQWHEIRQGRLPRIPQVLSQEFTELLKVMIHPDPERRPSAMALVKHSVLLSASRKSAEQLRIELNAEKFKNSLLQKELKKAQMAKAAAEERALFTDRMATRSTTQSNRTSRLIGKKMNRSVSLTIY
# RBBP9 inhibitor = human RBBP9 inhibitors, primary screen, biochemical, fluorescence polarization, FP-Rh probe, HTS. Serine hydrolase RBBP9 (Homo sapiens), O75884. recombinant RBBP9. inhibition, % at 7.94 µM. 220,000 tested, 0.2% active;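 active = inhibition above the campaign mean of all tested compounds plus 3 SD, cut at about 14% in these data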;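 note: plate controls were DMSO wells with RBBP9 for no effect and wells lacking RBBP9 protein for full effect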
# Target sequence (O75884 whole entry, looked up): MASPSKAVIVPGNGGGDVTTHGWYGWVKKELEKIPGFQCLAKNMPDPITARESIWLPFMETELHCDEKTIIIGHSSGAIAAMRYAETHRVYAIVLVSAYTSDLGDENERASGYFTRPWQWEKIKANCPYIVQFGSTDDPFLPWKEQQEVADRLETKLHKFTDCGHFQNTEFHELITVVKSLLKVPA
#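 System: RBBP9 protein | Quantity: 2.5 µM RBBP9 dispensing solution, before mixing | Reagent: FP-Rh probe, 375 nM dispensing solution | Timing: Enzyme-compound preincubation 30 min, then probe labeling 45 min, 25 °C | Measured by: Fluorescence polarization | Read-out: % inhibition | Replication: One well per compound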
# TRPML3 ag = human TRPML3 channel agonists, primary screen, cell-based, HEK293 TRPML3-YFP, Fluo-8 calcium fluorescence, 3 µM | 100% = the carbachol control signal | 220,000 tested, 0.29% active | activation, % at 3 µM | Mucolipin-3 (Homo sapiens), Q8TDD5;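 active = activation above its plate's cutoff, the mean activation of the plate's test wells plus 3 SD, cut at about 12% in these data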;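 note: 0% = DMSO only wells and 100% = carbachol wells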
#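 system = HEK293 cells stably carrying human TRPML3-YFP | doses = one concentration, 3 µM nominal, 0.3% DMSO | timing = dye loading 1 h 37 °C then 30 min ambient, 125 s read | detection = Fluo-8 calcium dye fluorescence, ex 470-495, em 515-575 nm | benchmarks = high control carbachol 87 µM, low control DMSO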
# TNF death inh = inhibitors of TNF-alpha triggered necroptosis, primary screen, cell-based, Jurkat FADD-/-, single concentration. Jurkat FADD-/- TNF necroptosis rescue, ATP luminescence, 24 h; 0 = TNF only, 100 = no-TNF cells. activation (protection from cell death), % at 10 µM. 220,000 tested, 0.068% active. AID 463075, 2010;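 active = activation, meaning protection from cell death, of at least 50% relative to plate controls; inactive = activation below 50%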;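 note: necroptosis triggered by 40 ng/mL TNF-alpha added together with compound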
# Numbers without * were called inactive; · = not tested or not shown.
# Start of the data: the first eleven compounds as a preview:
mol	TNF death inh	Ba/F3 V617F tox	RBBP9 inhibitor	TRPML3 ag	zfTRPN1 agonist	CHOP inhibitor	Wee1 degr inh	BaF3 tox	PPC-1+TRAIL kill
Cc1ccccc1NC(=O)Cc1cccc(C(F)(F)F)c1	0.6	0	-5	-0.9	-3.0	15	1	7	-6
CCc1nc(N[C@@H](CC(C)C)C(=O)O)c2oc3ccccc3c2n1	0.2	-4	4	0.4	-1.1	-30	-2	1	3
O=C(COc1ccc(/C=C\[N+](=O)[O-])cc1)N1CCOCC1	-1.1	1	-6	0.5	0.4	85*	-2	0	12
Cc1ccccc1S(=O)(=O)Cc1ccc(C(=O)NC(C)c2ccc3c(c2)OCCO3)o1 (stereo not given)	-0.2	-2	-2	-0.3	0.6	14	-3	8	14
CC(C(=O)NCc1ccc2c(c1)OCO2)N1c2cccc3cccc(c23)S1(=O)=O (stereo not given)	-2.8	-2	3	-1.2	-1.5	-17	-3	1	13
C=CCN1C(=O)c2oc3ccccc3c(=O)c2C1c1ccc(O)c(OC)c1 (stereo not given)	-2.2	-4	-5	0.3	2.2	-3	-1	9	16
COc1ccc(/C(N)=N/OC(=O)CCc2ccccc2)cc1OC	0.9	-2	-8	0.0	-2.1	9	0	-1	18
CC(=O)NC1=NC(=O)/C(=C/c2cn(C(C)=O)nc2-c2ccccc2)S1	3.1	-4	-6	0.8	0.9	73*	-4	-5	-15
O=C(O)Cn1cc(C(=O)c2cccs2)c2ccccc21	0.8	-4	2	-0.1	-0.7	-11	0	0	14
Cc1ccc(C)c(N2CCN(C(=O)CNS(=O)(=O)c3cccs3)CC2)c1	-0.4	1	-4	-0.2	0.8	7	1	6	-4
COc1ccc2nc3ccccc3nc2c1	-0.1	3	4	0.5	0.3	15	1	0	13

# The list itself, repeating the preview:
mol	TNF death inh	Ba/F3 V617F tox	RBBP9 inhibitor	TRPML3 ag	zfTRPN1 agonist	CHOP inhibitor	Wee1 degr inh	BaF3 tox	PPC-1+TRAIL kill
Cc1ccccc1NC(=O)Cc1cccc(C(F)(F)F)c1	0.6	0	-5	-0.9	-3.0	15	1	7	-6
CCc1nc(N[C@@H](CC(C)C)C(=O)O)c2oc3ccccc3c2n1	0.2	-4	4	0.4	-1.1	-30	-2	1	3
O=C(COc1ccc(/C=C\[N+](=O)[O-])cc1)N1CCOCC1	-1.1	1	-6	0.5	0.4	85*	-2	0	12
Cc1ccccc1S(=O)(=O)Cc1ccc(C(=O)NC(C)c2ccc3c(c2)OCCO3)o1 (stereo not given)	-0.2	-2	-2	-0.3	0.6	14	-3	8	14
CC(C(=O)NCc1ccc2c(c1)OCO2)N1c2cccc3cccc(c23)S1(=O)=O (stereo not given)	-2.8	-2	3	-1.2	-1.5	-17	-3	1	13
C=CCN1C(=O)c2oc3ccccc3c(=O)c2C1c1ccc(O)c(OC)c1 (stereo not given)	-2.2	-4	-5	0.3	2.2	-3	-1	9	16
COc1ccc(/C(N)=N/OC(=O)CCc2ccccc2)cc1OC	0.9	-2	-8	0.0	-2.1	9	0	-1	18
CC(=O)NC1=NC(=O)/C(=C/c2cn(C(C)=O)nc2-c2ccccc2)S1	3.1	-4	-6	0.8	0.9	73*	-4	-5	-15
O=C(O)Cn1cc(C(=O)c2cccs2)c2ccccc21	0.8	-4	2	-0.1	-0.7	-11	0	0	14
Cc1ccc(C)c(N2CCN(C(=O)CNS(=O)(=O)c3cccs3)CC2)c1	-0.4	1	-4	-0.2	0.8	7	1	6	-4
COc1ccc2nc3ccccc3nc2c1	-0.1	3	4	0.5	0.3	15	1	0	13
O=C1NC(c2ccccc2)C(C(=O)c2cccs2)C(O)(C(F)(F)F)N1 (stereo not given)	-3.2	-3	-8	-0.2	0.5	30	1	-1	6
Cc1cc2ncn(-c3nnnn3-c3ccccc3)c2cc1C	-2.6	3	1	0.2	-0.1	12	-2	7	1
Cc1ccc(OCCCc2c(C)n[nH]c2C)cc1	-0.9	4	-5	0.8	0.7	6	2	6	·
CCOc1cccc(NC(=O)C2CC(=O)N(C)C(=Nc3cccc(F)c3)S2)c1 (stereo not given)	0.4	-1	-14	-0.2	-0.7	91*	-1	4	-26
O=C(CN(C(=O)c1ccccc1Cl)N1C(=O)C2C3C=CC(C3)C2C1=O)c1cccs1 (stereo not given)	-0.3	2	-8	1.1	1.0	1	-2	1	6
COc1ccc(-c2coc3cc(OC(=O)N4CCOCC4)ccc3c2=O)cc1	4.3	-2	-6	1.7	3.1	35	-2	-3	12
Cc1[nH]nc2c1C(c1ccc(OC(=O)c3ccco3)cc1)C(C#N)=C(N)O2 (stereo not given)	-2.9	3	-5	0.7	0.6	-1	1	3	8
CSC(=NS(=O)(=O)c1ccccc1)SC	-2.7	-3	-12	-0.4	0.0	-16	-3	1	-11
CC(C)N(C(=O)COC(=O)c1ccc(Cl)c(S(N)(=O)=O)c1)C(C)C	1.5	-1	-2	0.8	-0.3	4	-4	2	7
CCO/N=C1\C(=O)N(c2ccccc2)c2ccccc21	-0.5	2	-2	-0.8	-2.8	33	0	2	2
Cc1cc(OC(=O)c2ccc(Cl)cc2)cc(=O)n1C	-2.5	-2	-8	-0.3	-0.4	-6	2	2	13
O=c1c2ccccc2n(Cc2ccc(F)cc2)c(=O)n1C1CCCC1	4.2	0	-3	-0.7	-0.4	14	-1	6	26
Cc1ccc(Oc2ccc(C(=O)NC3CCSC3=O)cn2)cc1 (stereo not given)	-3.2	0	0	1.4	1.1	21	1	3	5
Fc1ccc(NCc2cn3ccccc3n2)cc1	-0.9	4	-12	-1.4	-0.6	-35	-2	8	-9

# A different layout for part of the listing above.
# Sequence of screens – TNF death inh, Ba/F3 V617F tox, RBBP9 inhibitor, TRPML3 ag, zfTRPN1 agonist, CHOP inhibitor, Wee1 degr inh, BaF3 tox, PPC-1+TRAIL kill
Cc1[nH]nc2c1C(c1ccc(OC(=O)c3ccco3)cc1)C(C#N)=C(N)O2 (stereo not given)
 : -2.9, 3, -5, 0.7, 0.6, -1, 1, 3, 8
CSC(=NS(=O)(=O)c1ccccc1)SC
 : -2.7, -3, -12, -0.4, 0.0, -16, -3, 1, -11
CC(C)N(C(=O)COC(=O)c1ccc(Cl)c(S(N)(=O)=O)c1)C(C)C
 : 1.5, -1, -2, 0.8, -0.3, 4, -4, 2, 7

# (further entries)
mol	TNF death inh	Ba/F3 V617F tox	RBBP9 inhibitor	TRPML3 ag	zfTRPN1 agonist	CHOP inhibitor	Wee1 degr inh	BaF3 tox	PPC-1+TRAIL kill
O=C(O)C1=C[C@@H](C2CC2)C[C@@H](OCc2ccc(CO)cc2)O1	0.7	-2	-5	0.5	1.2	26	-4	-1	4
O=C(COc1ccccc1[N+](=O)[O-])Nc1ccc(N2CCN(C(=O)c3cccs3)CC2)cc1	-4.9	0	-9	2.3	5.5	46	3	2	25
COc1cc(NC(=O)C2CCCN2S(=O)(=O)c2ccc3c(c2)CCC(=O)N3)cc(OC)c1 (stereo not given)	-0.3	-2	1	-0.5	0.2	30	-2	0	2
CCC1C(=O)NCCN1Cc1nc(-c2ccc(C)s2)oc1C (stereo not given)	-0.3	-1	-9	0.6	-0.3	11	-1	1	-5
CCc1ccc(NCc2nc(-c3ccccc3)no2)cc1	0.8	-4	-1	0.2	0.3	-19	0	0	18
COc1ccnc(Oc2ccccc2)n1	1.2	-3	-2	0.9	-0.5	8	2	1	24
COc1cccc(CN2CCNC(=O)C2CC(=O)N(C)CCc2ccccn2)c1 (stereo not given)	0.1	0	0	0.7	0.6	2	-1	5	26
CCOC(=O)c1sc(=NC(=O)/C=C/c2ccccc2)n(C)c1C	0.2	-3	5	-0.3	-0.4	-3	-2	1	13
Cc1ccc(NC(=O)CN2C(=O)/C(=C\c3cccs3)SC2=S)cc1	0.7	-1	-7	1.1	-1.8	6	4	9	17
c1ccc(-n2ncc3c(NCc4cccs4)ncnc32)cc1	3.1	4	-9	-0.3	-0.1	-3	3	9	10
CCCn1c(N)c(C(=O)CN2CCN(S(=O)(=O)c3cccs3)CC2)c(=O)[nH]c1=O	-2.8	-3	-2	0.6	0.0	-10	0	0	14
Fc1ccc(N/N=C/C=C/c2ccccc2)c(F)c1	2.7	-6	0	0.3	-1.4	77*	10*	0	-5
CCN(CC)CCN(Cc1cc2cc(C)ccc2[nH]c1=O)C(=O)Nc1ccccc1OC	-0.7	-2	0	0.1	-1.2	1	1	5	16
CN(C)CCCC(C)(O)C(C)(C)c1ccccc1 (stereo not given)	0.7	1	-4	1.0	1.5	27	0	7	-4
CCN(CC)CCNC(=O)C1CCCCN1S(=O)(=O)c1cccc([N+](=O)[O-])c1 (stereo not given)	-0.9	0	2	1.1	0.9	2	2	11	3
Cc1ccc(CNC(=O)CSCc2ccccc2)cc1	1.9	-1	-7	-0.6	-1.0	-23	1	6	-1
Fc1ccccc1Cc1noc(CN2CCN(c3ccc(Cl)cn3)CC2)n1	0.9	-1	3	-0.1	-0.8	-3	0	1	-2
O=C(NCc1ccccc1)C1=C[C@H](c2ccc(C(F)(F)F)cc2)C[C@H](OCc2ccc(CO)cc2)O1	2.7	4	-6	0.1	1.4	36	6	0	12
C#CCOC(=O)CCCC(=O)Nc1ccccc1OC	0.5	-2	-6	0.3	-0.8	-1	-1	4	7
CN(C)C(=O)c1cn(-c2ccccc2)nc1-c1cccs1	-3.2	-2	2	-0.2	-0.2	34	0	3	22

# High-throughput results deposited in PubChem by several laboratories.
